Mito fusion yeast: inhibitors of mitochondrial division or activators of mitochondrial fusion | 320,000 compounds, 0.23% hits | Potency, µM (top dose mostly 46.1 µM), inactives show at the highest dose growth rescue (activation), usual class: activators | S. cerevisiae fusion-defective mutant growth rescue, CellTiterGlo 48 h | AID 485298;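 also: potency is read from the fitted curve at half-maximal effect; % of control where 0% means no effect; nearly all actives have a fitted effect of over 45% in size; temperature-sensitive fusion mutants such as fzo1-1 at 37 °C on non-fermentable ethanol glycerol medium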
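Growth-rescue viability read-out: after 48 h at the non-permissive 37C in glycerol/ethanol YPEG, yeast mitochondrial fusion mutants are measured by CellTiterGlo luminescence; compounds (23 nl pinned per well) restoring growth score as division inhibitors or fusion activators.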
KCNH2 3.1 block: blocks the human KCNH2 3.1 channel isoform. AID 720553. U2OS KCNH2 3.1, thallium flux FluxOr; active compounds read low. 340,000 compounds, 0.95% hits. activity change, % (tested at about 1.8 µM);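 active = maximum activity change below -70%; inconclusive = maximum activity change from -70% to -50%; inactive = maximum activity change above -50%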;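 also: thallium influx rate constant from kinetic fluorescence after stimulation buffer; % is scaled to controls: 0 for no effect and ±100 for the full control effect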
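Virally transduced U2OS (3.1 isoform, 4 h infection in dark at RT) → overnight 37 C → FluxOr + Red40 in HBSS/HEPES, 45 min → stimulation buffer, 2 min kinetic read → rate constant vs DMSO controls.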
MBNL1 CUG block: MBNL1-poly(CUG) RNA binding inhibition | Q9NR56 | TR-FRET MBNL1-His/biotin-(CUG)12 binding, 665/545 ratio | Potency, µM (doses to about 57.5 µM), without a hit: at the top dose activity change, negative = inhibition, usual class: inhibitors | 280,000 compounds, 0.036% hits | AID 2675; active = well fitted inhibition curve with a large enough effect in the signal ratio, with a control signal flat, not every such curve was filed as active; inconclusive = small, poorly fitted or top-dose-only effect, or effect the other way, or a change in a side signal; inactive = no such curve, though single readings can be large or run the other way; the % refers to the signal ratio; also: potency is read from the fitted curve at half-maximal effect; % is scaled to controls: 0 for no effect and ±100 for the full control effect
Target sequence (Q9NR56 whole entry, looked up): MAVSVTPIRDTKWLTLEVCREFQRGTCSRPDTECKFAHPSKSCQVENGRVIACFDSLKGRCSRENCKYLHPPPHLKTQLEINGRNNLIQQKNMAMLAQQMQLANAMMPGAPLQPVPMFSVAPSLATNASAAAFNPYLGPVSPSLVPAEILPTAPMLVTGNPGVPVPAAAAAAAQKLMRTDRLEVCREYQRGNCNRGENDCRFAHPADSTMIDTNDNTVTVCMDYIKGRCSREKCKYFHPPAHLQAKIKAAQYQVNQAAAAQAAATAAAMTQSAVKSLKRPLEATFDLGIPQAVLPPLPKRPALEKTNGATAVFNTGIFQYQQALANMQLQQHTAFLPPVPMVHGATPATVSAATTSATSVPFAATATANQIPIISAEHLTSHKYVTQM
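TR-FRET readout: Ex 340 nm, 665/545 nm emission ratio, normalized to buffer-only (basal) and MBNL1-(CUG)12 controls. Complex of MBNL1-His with Biotin-(CUG)12, compounds 92 nM–58 uM, incubated 60 min at room temperature.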
PKM2 activator: PKM2 (human) enzyme activation | 260,000 compounds, 0.34% hits | purified PKM2, Kinase-Glo ATP luminescence, activation; response scale: 0% is enzyme alone, no compound | Potency, µM (highest dose often 57.5 µM), for inactives: at the top dose activation, hits mostly activators | P14618; also: potency is read from the fitted curve at half-maximal effect; % is scaled to controls: 0 for no effect and ±100 for the full control effect; nearly all actives have a fitted effect of over 55% in size
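Kinase-Glo luminescence reports ATP generated from ADP (0.1 mM) and PEP (0.5 mM) by purified hPK-M2 after 1 h at room temperature, pH 7.2 imidazole buffer; intermediate enzyme activity allows detecting inhibitors and activators.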
ELG1 DNA repair: blocks ELG1-dependent DNA repair in HEK293T cells | HEK293T ELG1-luciferase reporter, luminescence, 16 h; DNA damage induced by 5-fluorouridine | Potency, µM (top dose mostly 46.1 µM), for inactives: at the highest dose activity change, negative = inhibition, hits mostly inhibitors | 330,000 compounds, 2.3% hits; also: potency is read from the fitted curve at half-maximal effect; % is scaled to controls: 0 for no effect and ±100 for the full control effect; nearly all actives have a fitted effect of over 55% in size
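HEK293T cells expressing luciferase-tagged ELG1 (2,000/well) received 5-Fluorouridine plus compound or DMSO for 16 hr at 37 °C. Luciferase was read by ONE-Glo luminescence after 30 min at room temperature.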
Rab9 prom act: activators of Rab9 promoter; 320,000 compounds, 2.8% hits; Potency, µM (top dose mostly 9.22 µM), inactives show top-dose activation, negative = inhibition, usual class: activators; Huh7 Rab9 promoter-luciferase reporter, luminescence, 24 h; AID 485297; also: potency is read from the fitted curve at half-maximal effect; % of control where 0% means no effect; nearly all actives have a fitted effect of over 60% in size
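Measured in stably transfected Huh7 cells bearing a Rab9 promoter–luciferase construct: 24 h compound treatment at 37 °C, followed by luminescence detection.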
FLuc modulator: firefly luciferase modulation, counter-screen for miR-21 project; P08659; purified FLuc, Km substrates, luminescence inhibition; Potency, µM (top dose mostly 57.5 µM), inactives show top-dose activity change, negative = inhibition, hits mostly inhibitors; 360,000 compounds, 6.9% hits; AID 588342;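 also: potency is read from the fitted curve at half-maximal effect; plate controls were vehicle for no effect and reference inhibitor for full effect; nearly all actives have a fitted effect of over 55% in size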
Target sequence (P08659 whole entry, looked up): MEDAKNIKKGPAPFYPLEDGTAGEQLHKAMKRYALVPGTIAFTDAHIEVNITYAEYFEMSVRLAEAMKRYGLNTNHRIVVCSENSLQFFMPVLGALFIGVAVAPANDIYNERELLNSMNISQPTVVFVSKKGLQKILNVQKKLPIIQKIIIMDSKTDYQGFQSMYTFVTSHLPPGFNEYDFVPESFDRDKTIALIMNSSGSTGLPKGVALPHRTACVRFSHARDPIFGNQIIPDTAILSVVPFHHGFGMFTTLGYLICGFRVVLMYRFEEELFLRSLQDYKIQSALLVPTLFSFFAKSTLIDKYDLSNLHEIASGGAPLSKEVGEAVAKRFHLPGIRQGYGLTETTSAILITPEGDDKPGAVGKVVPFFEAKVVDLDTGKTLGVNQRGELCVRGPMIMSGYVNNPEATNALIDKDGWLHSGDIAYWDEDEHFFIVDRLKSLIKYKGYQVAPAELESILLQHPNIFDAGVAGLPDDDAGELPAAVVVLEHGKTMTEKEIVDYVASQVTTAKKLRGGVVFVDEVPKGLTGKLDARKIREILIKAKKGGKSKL
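Purified P. pyralis luciferase, 10 nM final, with Km-level 10 uM D-luciferin and 10 uM ATP in 50 mM Tris acetate pH 7.5, 10 mM Mg acetate, 0.01% Tween-20, 0.05% BSA; 6-point qHTS titration about 60 µM downward; luminescence read.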
VP16 counter: Gal4-VP16 reporter inhibition counter-screen; Drosophila S2 Gal4-VP16 UAS-luciferase, luminescence, 20 h; Potency, µM (highest dose often 53.6 µM), for the others: top-dose activity, negative = inhibition, usual class: inhibitors; 310,000 compounds, 3.5% hits;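 also: Gal4-VP16 expression switched on by copper sulfate through the metallothionein promoter; potency is read from the fitted curve at half-maximal effect; % is scaled to controls: 0 for no effect and ±100 for the full control effect; nearly all actives have a fitted effect of over 50% in size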
NPC1 prom act: NPC1 promoter activation; Huh7 NPC1 promoter luciferase reporter, 24 h; 320,000 compounds, 2.4% hits; Potency, µM (doses to about 9.22 µM), inactives show at the highest dose activation, hits mostly activators;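 also: potency is read from the fitted curve at half-maximal effect; % of control where 0% means no effect; nearly all actives have a fitted effect of over 60% in size; reporter is driven by a mutant NPC1 promoter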
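In 1536-well qHTS, Huh7 cells harboring an NPC1 promoter–luciferase construct received compound for 24 h; activation was quantified by luminescence following luciferase reagent addition.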
Menin MLL FP TR: menin-MLL binding inhibition, Texas Red mutant peptide | O00255 | Menin + Texas Red MLL mutant peptide, fluorescence polarization | AID 1768 | 270,000 compounds, 0.23% hits | Potency, µM (highest dose often 61.6 µM), for the others: top-dose FP activity change, negative = inhibition, most hits filed as inhibitors; active = well fitted inhibition curve with a large enough effect in the polarisation, with a control signal flat, not every such curve was filed as active; inconclusive = small, poorly fitted or top-dose-only effect, or effect the other way, or a change in a side signal; inactive = no such curve, though single readings can be large or run the other way; the % refers to the polarisation; also: potency is read from the fitted curve at half-maximal effect; % of control where 0% means no effect; many of its hits are not listed in these tables
RORg inh: ROR gamma (mouse) transcription inhibition; AID 2551; P51450; 310,000 compounds, 5.4% hits; Drosophila S2 Gal4-RORgamma UAS-luciferase reporter, 20 h; Potency, µM (doses to about 53.6 µM), without a hit: at the highest dose activity change, negative = inhibition, actives largely listed as inhibitors; also: potency is read from the fitted curve at half-maximal effect; % is scaled to controls: 0 for no effect and ±100 for the full control effect; nearly all actives have a fitted effect of over 60% in size
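In this cell-based reporter format, copper sulfate (700 uM final) drives Gal4–ROR gamma fusion expression from a metallothionein promoter in Drosophila Schneider cells; compounds preincubated 1 hr, reporter read after 20 hr at ambient temperature.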
Numbers without * were called inactive; ? = inconclusive; . = no result given; & = joins results of further samples; [ ] = another dose, or the depositor's remark. Unless noted, calls follow the shape of the dose curve; as a rule, active = well fitted curve in the direction sought with a large enough effect; inconclusive = small, poorly fitted or top-dose-only effect, or another doubt; inactive = no such curve, though single readings can be large; an effect the other way counts as inactive or inconclusive. An excerpt; the hit share may differ from the screen's.

SMILES | Mito fusion yeast | KCNH2 3.1 block | MBNL1 CUG block | PKM2 activator | ELG1 DNA repair | Rab9 prom act | FLuc modulator | VP16 counter | NPC1 prom act | Menin MLL FP TR | RORg inh
COc1ccc(N2C(=O)/C(=C/C=C/c3ccccc3[N+](=O)[O-])C(=O)NC2=S)cc1 | -9% | 4 | -4% | 20µM* | 13% | 1% | 24µM* | -17% | -1% | ? | 2%
COC(=O)C(O)(c1ccc(N(C)C(=O)OC(C)C)cc1)C(F)(F)F (stereo not given) | -1% | 8 | 2% | -1% | -11% | 8% | 0% | 20% | 0% | 2% | ?
CCCCn1c(-c2nn(C)cc2Cl)n[nH]c1=S | -4% | 16 | -3% | 1% | -8% | -11% | 7% | ? | -3% | 3% | 13µM*
CN(C)C1(CNC(=O)Cc2ccccc2F)CCCCC1 | -3% | 6 | -4% | . | -8% | 4% | -1% | 2% | 3% | 0% | -22%
Oc1ccc(Br)cc1CN1CCN(c2ccccc2)CC1 | 2% | -17 | 10% | 3% | -17% | 0% | 5%[2.3 µM] | 3% | -2% | -20% | 1%
COc1ccc(O)c(C(=O)c2cnn(-c3ccccn3)c2)c1 | -5% | -4 | 16% | 0% | ? | 3% | ? | -6% | 17% | 1% | 33%
Cn1cccc1/C=C1/C(=O)NC(=O)N(C(C)(C)C)C1=O | 0% | 26 | 13% | -8% | ? | 5% | 0% | -1% | -5% | . | -13%
COc1cc(NC(=O)CN2C3CCC2CC(O)(c2cccnc2)C3)cc(OC)c1 (stereo not given) | -2% | -22 | -15% | -5% | 9% | -1% | -1% | 2% | -2% | . | -21%
Nn1c(COc2ccc(Cl)cc2)n[nH]c1=S | -4% | -19 | 1% | ? | 4% | -2% | -13% | 6% | 0% | 23% | ?
CCN(C(=O)COC(=O)C(O)(c1ccccc1)c1ccccc1)c1c(N)n(Cc2ccccc2)c(=O)[nH]c1=O | -1% | 9 | . | . | 1% | 2% | 2% | . | -4% | . | .
Cc1cc(Cl)ccc1OCCCC(=O)NCc1cccs1 | 13% | -3 | . | -1% | -29% | -5% | -20% | 1% | -6% | 11% | -23%[10 µM]
Cc1nn(CC(=O)N2CCC3(CC2)OCCO3)c(=O)c2cc3ccccc3n12 | -11% | -15 | ? | . | -4% | 1% | 4% | 1% | 4% | 5% | -3%

Just RORg inh, MBNL1 CUG block and KCNH2 3.1 block, for 2 of the compounds above:
SMILES	RORg inh	MBNL1 CUG block	KCNH2 3.1 block
COc1ccc(O)c(C(=O)c2cnn(-c3ccccn3)c2)c1	33%	16%	-4
Cn1cccc1/C=C1/C(=O)NC(=O)N(C(C)(C)C)C1=O	-13%	13%	26

Other results follow:
SMILES | Mito fusion yeast | KCNH2 3.1 block | MBNL1 CUG block | PKM2 activator | ELG1 DNA repair | Rab9 prom act | FLuc modulator | VP16 counter | NPC1 prom act | Menin MLL FP TR | RORg inh
Cc1cc(NCCN)nc2ccccc12 | -12% | . | -2% | 24% | 0% | 1% | 6% | 1% | 0% | 1% | -20%
Cc1ccccc1C(=O)NC(Oc1ccccc1)C(Cl)(Cl)Cl (stereo not given) | 8% | -34 | -7% | -1% | 15% | -5% | 1% | ? | 1% | 3% | -37%
NCCc1c[nH]c2ccccc12 | 2%&-2% | -5 | -2% | -2% | -4% | 14%[46.1 µM] | 9% | 1%&-3% | 6%[46.1 µM] | 3%&5%&6% | 13%&0%
COc1ccc(C(=O)C2CCCN(Cc3ccon3)C2)cc1OC (stereo not given) | -3% | . | -4% | -3% | ? | -2% | -2% | -2% | -6% | 2% | 0%
CCc1c(C)nc(N)nc1N1N=C1SCC(N)=O | 0% | 11 | -3% | 0% | 21% | 21% | 0% | 11% | -1% | 11% | -19%
O=C(O)c1ccc(-n2c(O)c(/C=C3\C=Nc4ccccc43)c(=O)[nH]c2=O)cc1 | 14% | 9 | 11% | . | -2% | -4% | 19µM* | -3% | 2% | 18% | -9%
CN(C)C(=O)Oc1ccc(Cl)c2cccnc12 | 7% | -14 | 28% | -13% | 14% | -7% | 5% | 0% | 1% | -16% | -11%
Cc1c(C=O)c2ccccc2n1Cc1cccc(F)c1 | 7% | -5 | -12% | 7% | -6% | -6% | -1% | 12% | 0% | -4% | -7%
CCC(=O)N1CC(=O)Nc2ccc(F)cc2C1c1ccc(F)cc1 (stereo not given) | 4% | 18 | -2% | . | 3% | -2% | 0% | 4% | 1% | 9% | -8%
O=C1N(c2cccc(Cl)c2)C(c2cccnc2)N2CCCN12 (stereo not given) | 7% | -14 | -4% | -11% | 15% | 0% | -6% | -4% | 3% | -13% | 10%
CN(CC(=O)Nc1ccccc1-c1ccccc1)C1CCCCC1 | 15% | -43 | -15% | -2% | 1% | -3% | 4% | -6% | -3% | -19% | 29%
Cc1c(N)c(C)c([N+](=O)[O-])c(C)c1[N+](=O)[O-] | 9% | 18 | -5% | -2% | -6% | -11% | 0% | -8% | -4% | 15% | 26%
Cc1nn(Cc2ccccc2Cl)c(C)c1C(=O)OCC(=O)N1CC(C)OC(C)C1 (stereo not given) | -3% | -4 | 7% | -1% | -7% | -2% | 0% | 24% | -3% | -19% | ?
NNC(=O)c1ccc(O)cc1 | -8%&5% | -3 | . | . | 28% | 8%[46.1 µM] | -3% | . | 8%[46.1 µM] | 3% | .
O=C(C1CC(=O)N(C2CCCCCCC2)C1)N1CCC2(CC1)OCCO2 (stereo not given) | 0% | 12 | 1% | -3% | ? | -4% | 5% | -4% | 5% | -2% | 21%
CC(=O)Nc1ccccc1OP1(=O)COc2ccccc2OC1 | 0% | -1 | -7% | 5% | 5% | -2% | 3% | 8% | 0% | 12% | -5%
CS(=O)(=O)N1CCCC(C(=O)N2CCC3(CC2)OCCO3)C1 (stereo not given) | 0% | 10 | 0% | 0% | 2% | -2% | -1% | -5% | -2% | 15% | -1%
C[C@H](NC(=O)N1C[C@H]2C[C@@H](C1)c1cccc(=O)n1C2)C(=O)Nc1ccccc1F | 1% | -1 | -8% | 4% | -15% | -2% | 2% | -9% | 3% | -24% | 0%
CC(C)CCOP(=O)(c1ccc(N(C)C)cc1)C(O)c1ccc(Cl)cc1Cl (stereo not given) | 2% | -11 | -2% | . | ? | 1% | 1% | -10% | -4% | ? | 0%
Nc1ccccc1Cl | -6% | 11 | . | . | 6% | -9% | 1% | 10% | 0% | . | 2%
O=C(CN1CCCC1)Nc1ccc(NC(=O)Nc2ccccc2)cc1 | 3% | -3 | -4% | -19% | ? | ? | 19µM* | 7% | ? | -20% | 28%
CC(C)Oc1ccc(Cc2c(O)[nH]c(=O)[nH]c2=O)cc1 | 0% | 6 | 6% | 26% | 5% | 4% | 1% | -1% | -5% | 2% | 19%
Cc1c(NC(NC(=O)CF)C(Cl)(Cl)Cl)c(=O)n(-c2ccccc2)n1C (stereo not given) | -8% | 2 | -9% | 0% | 8% | 4% | -1% | 0% | -5% | -3% | 0%
CCN(CC)C(=O)c1c(C)[nH]c(=S)c(C#N)c1-c1ccco1 | -18% | -17 | -2% | -36% | -19% | -2% | ? | -24%[10 µM] | 2% | ? | ?
O=C1NC(=S)N(Cc2ccco2)C(=O)/C1=C\c1cccs1 | 13% | . | -3% | ? | 8% | -8% | 17µM* | 2% | -4% | ? | -2%
COC(=O)C1=COC(C)C2CN3CCC4(C(=O)Nc5ccccc54)C3CC12 (stereo not given) | 15% | -4 | -4% | 5% | -1% | 0% | -1% | -7% | -6% | . | -23%
O=C(c1cc(=O)[nH]c2ccc(Br)cc12)N1CCC2(CC1)OCCO2 | 2% | -7 | 4% | 3% | -23% | 0% | 3% | -5% | -3% | 1% | -9%
